GSK3beta inhib = human GSK3beta kinase inhibitors, primary screen, biochemical, cell-free homogeneous, HTS. Glycogen synthase kinase-3 beta (Homo sapiens), P49841. 0.038% of 300,000 active. activity score (negative = inhibition), % at 10 µM. GST-GSK3beta kinase, ADP-Glo luminescence, 60 min; stronger effect = lower value;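 active means more than half of replicate wells score below -50%, meaning over 50% inhibition versus plate controls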;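 further: 0% = median DMSO wells and -100% = median GW8510 positive control wells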
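Test system: GST-fused GSK3beta enzyme, cell-free | Quantity: 1.6 ng GST-GSK3beta enzyme per well | Reagent: 25 µM ATP with peptide substrate | Schedule: 60 min enzyme reaction, room temperature | Signal: Luminescent ADP-Glo measurement of ADP formed | Read-out basis: Score relative to plate controls | Control set: DMSO and 20 µM GW8510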
GSK3 alpha inh = blockers of GSK3A enzyme activity – biochemical, luminescence, cell-free homogeneous, HTS, primary screen; Glycogen synthase kinase-3 alpha (Homo sapiens), P49840; AID 2650, 2010; 0.1% of 320,000 active; GSK-3 alpha kinase, ADP-Glo luminescence, 60 min; inhibition, % at 10 µM;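 in the data active means inhibition above about 50%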;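 further: GST-tagged GSK-3 alpha with peptide substrate and 25 µM ATP; 0% = DMSO neutral wells and 100% = GW8510 positive control wells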
KCNQ1 inh = inhibitors of human KCNQ1 channel, primary screen, cell-based, thallium flux, high-throughput. B-score at 10 µM. 1.3% of 310,000 active. CHO-K1 KCNQ1, FluxOR thallium flux fluorescence; stronger effect = higher value;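 active means compounds whose thallium flux B-score, printed positive for inhibition, exceeds three library SD while starting fluorescence stays within three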;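 further: channel opened by potassium depolarization with thallium stimulus after 20 min compound exposure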
DYRK1A inh = rat Dyrk1A kinase inhibitors, primary screen, biochemical, single point, plate reader; Dual specificity tyrosine-phosphorylation-regulated kinase 1A (Rattus norvegicus), Q63470; ADP-Glo luminescence, NFATc1 peptide; inhibition, % at 12.5 µM; 0.43% of 310,000 active; AID 504441, 2011; in the data active means inhibition above about 50%;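 further: plate controls were vehicle with enzyme for no effect and no enzyme for full effect; many of its hits are not listed in these tables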
PolyA inh = polyadenylation inhibitors in yeast reporter cells, primary screen, luminescence, S. cerevisiae | S. cerevisiae SKY197-pL101 polyadenylation reporter, beta-gal luminescence; efflux-impaired pdr1/pdr3 knockout yeast; score 100 = 6 SD above DMSO | 0.02% of 300,000 active | calls only at 12 µM | AID 1875, 2009;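 active means lowest replicate activity score at least 50, where 100 means six control SD above control mean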;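 further: yeast exposed to compound for 9 h at 30 °C; higher score means more reporter readthrough which indicates perturbed polyadenylation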
RGS4 act = RGS4 potentiators or activators, primary screen, cell-based, HEK293 M3R inducible RGS4, calcium flux | carbachol calcium flux Fluo4; stronger effect = lower value | B-score at 10 µM | 0.92% of 310,000 active;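 active means B-score of the integrated calcium signal more than 4 SD below the library mean, with starting fluorescence not abnormally high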;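 further: negative B-score means reduced calcium response which marks RGS4 activation or potentiation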
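System – HEK293 FlpIn-TREx cells, stable M3R, doxycycline-inducible RGS4 · Reagent – ECmax carbachol challenge · Times – compound preincubation 20 min at room temperature before agonist · Technique – Fluo4 fluorescence kinetic imaging of calcium · Measure – B score of integrated Fluo4 ratio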
KCNK9 inh = KCNK9 potassium channel inhibitors, primary screen, HEK293 cells, thallium flux | Potassium channel subfamily K member 9 (Homo sapiens), Q9NPC2 | FluxOR thallium flux fluorescence; stronger effect = lower value | B-score at 10 µM | 1.2% of 310,000 active | AID 488922, 2010;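 active means ratio B-score over 3 SD below the library mean, with starting fluorescence within 5 SD of its mean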;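 further: negative B-score means less thallium flux so channel inhibition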
Target sequence (Q9NPC2 whole entry, looked up): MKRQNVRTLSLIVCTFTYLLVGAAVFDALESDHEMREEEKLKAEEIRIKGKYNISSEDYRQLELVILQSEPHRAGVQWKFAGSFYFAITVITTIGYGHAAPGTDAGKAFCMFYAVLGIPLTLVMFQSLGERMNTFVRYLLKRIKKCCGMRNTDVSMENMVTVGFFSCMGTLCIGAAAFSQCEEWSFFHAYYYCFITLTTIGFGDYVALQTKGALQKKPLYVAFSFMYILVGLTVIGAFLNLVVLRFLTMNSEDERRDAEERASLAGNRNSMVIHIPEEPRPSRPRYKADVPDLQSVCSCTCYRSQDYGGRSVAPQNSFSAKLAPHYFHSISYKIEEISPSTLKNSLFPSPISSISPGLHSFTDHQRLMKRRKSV
hERG rescue = hERG rescue from dofetilide block, primary screen, cell-based, CHO-hERG, FluxOR thallium flux, dofetilide IC70; Voltage-gated inwardly rectifying potassium channel KCNH2 (Homo sapiens), Q12809; dofetilide IC70 present; activation (rescue from dofetilide block), less the hit threshold, % at 10 µM; 0.51% of 310,000 active; AID 1511, 2009;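 active means activation above the mean of controls blocked by dofetilide plus 5 SD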;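 further: thallium influx through hERG after potassium depolarization seen as dye fluorescence rise; in these data hits start at about 4.7%; inactives centre near -7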
KCNK3 inh = human KCNK3 channel inhibitors, primary screen, CHO cells, FluxOR thallium flux, B-score; Potassium channel subfamily K member 3 (Homo sapiens), O14649; B-score at 10 µM; AID 602410, 2012; FluxOR fluorescence; stronger effect = lower value; 0.84% of 340,000 active;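 active means B-score under library mean minus 4 SD, starting fluorescence ratio at most library mean plus 5 SD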;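 further: more negative B-score means stronger inhibition of thallium flux through KCNK3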
KCNQ1 pot = potentiators or activators of KCNQ1 channel, primary screen, cell-based, thallium flux, high-throughput; Potassium voltage-gated channel subfamily KQT member 1 (Homo sapiens), P51787; CHO-K1 KCNQ1, thallium flux FluxOR fluorescence; stronger effect = higher value; B-score at 10 µM; 0.35% of 310,000 active; AID 2648, 2010;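 active means fluorescence ratio B-score, a plate-corrected score, at least three library SD, with initial intensity B-score within 5 SD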
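Material: CHO-K1 cells stably expressing KCNQ1. Medium: assay buffer for compound exposure, DMSO matched across wells. Reagent: K+/Tl+ depolarizing stimulus. Compound dosing: single-concentration screen. Times: 37 °C overnight plating, 90-min dark dye load, 20-min compound pretreatment. Technique: FluxOR Tl+ flux fluorescence.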
HDAC3 inhib = HDAC3 deacetylase inhibitors, primary screen, biochemical, fluorescence, cell-free homogeneous | AID 2718, 2010 | inhibition, % at 8.3 µM | Histone deacetylase 3 (Homo sapiens), O15379 | 0.15% of 320,000 active | recombinant HDAC3, fluorogenic peptide/trypsin coupled; in the data active means inhibition above about 26%, passing the limit was not always enough
Target sequence (O15379 whole entry, looked up): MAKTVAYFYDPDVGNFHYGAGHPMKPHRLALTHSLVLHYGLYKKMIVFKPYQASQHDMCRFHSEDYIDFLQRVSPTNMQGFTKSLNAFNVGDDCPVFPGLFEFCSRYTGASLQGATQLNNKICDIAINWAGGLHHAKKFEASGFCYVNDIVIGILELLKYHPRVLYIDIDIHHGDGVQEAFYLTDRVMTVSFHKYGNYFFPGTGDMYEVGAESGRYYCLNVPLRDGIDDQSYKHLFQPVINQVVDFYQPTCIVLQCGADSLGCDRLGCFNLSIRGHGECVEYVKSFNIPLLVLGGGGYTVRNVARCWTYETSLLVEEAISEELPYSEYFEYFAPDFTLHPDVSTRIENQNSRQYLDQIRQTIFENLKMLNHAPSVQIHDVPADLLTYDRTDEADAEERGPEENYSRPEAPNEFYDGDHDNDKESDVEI
* hit, by the source's call; i = inactive; . = no result given.

SMILES | GSK3beta inhib | GSK3 alpha inh | KCNQ1 inh | DYRK1A inh | PolyA inh | RGS4 act | KCNK9 inh | hERG rescue | KCNK3 inh | KCNQ1 pot | HDAC3 inhib
CCOC(=O)c1c(NC(C)=O)sc2c(O)cccc12 | -1 | 1 | i | 3 | i | i | i | -14 | i | i | -5
COc1ccc(N=C/C=C2\C=C(c3ccccc3)OC(C)(C)O2)cc1 | 1 | 2 | i | 4 | i | i | i | -5 | i | i | 4
Cc1cc(C(=O)Nc2ccc(F)cc2C)n(-c2ccccc2)n1 | -1 | -1 | i | 1 | i | i | i | -15 | i | i | 2
CCCCNC(=O)C1CCCN1C(=O)NC1CCCCC1 (centres undefined) | -2 | -5 | i | 1 | i | i | i | -1 | i | i | 6
COc1cc(-c2noc(C)c2C#CC2(N)CCCCC2)cc(OC)c1OC | -7 | 0 | i | 3 | i | i | i | -2 | i | i | -2
CN(C)CC(O)COc1cccc(OCC(O)CN(C)C)c1 (centres undefined) | -10 | -4 | i | -3 | i | i | i | -5 | i | i | 1
COc1ccccc1CNC(=O)COC(=O)/C=C/c1cccs1 | -5 | -1 | i | -2 | i | i | i | -5 | i | i | 2
CCCCC(=O)Nc1cc(OCC)c(NC(=O)c2ccccc2[N+](=O)[O-])cc1OCC | 2 | -2 | i | 1 | i | i | i | -3 | i | i | 0
CCOC(=O)C(C)(C)N(Cc1cccc(C)c1)S(=O)(=O)c1ccc(Cl)c([N+](=O)[O-])c1 | 3 | -1 | i | -2 | i | i | i | -16 | i | i | 2
O=C(Cc1ccccc1)N1CCC(c2nc3ccccc3[nH]2)CC1 | 1 | -6 | i | -1 | i | i | i | -9 | i | i | -2
CCCCN(C(=O)CN1C(=O)C2CCCCC2C1=O)c1c(N)n(CCC)c(=O)[nH]c1=O (centres undefined) | -1 | 0 | i | 2 | i | i | i | -12 | i | i | 0
O=C1c2ccccc2C(=O)N1CCCCN(C(=O)c1ccc([N+](=O)[O-])cc1)c1ccc(Cl)cc1 | -5 | -25 | i | 1 | i | i | i | -12 | i | i | 0
c1ccc(Cn2nnnc2C(c2ccccc2)N2CCN(c3nc4ccccc4s3)CC2)cc1 (centres undefined) | 4 | -2 | i | 4 | i | i | i | -9 | i | i | 3
COc1cc(/C=N/N=C2/C(=O)Nc3ccccc32)cc(OC)c1O | -3 | 9 | i | -4 | i | i | i | -9 | i | i | 9
Cc1cccc(NC(=O)c2ccc(CN3CCN(Cc4ccccc4)CC3)cc2)c1 | -2 | 0 | i | 1 | i | i | i | -15 | i | i | .
COc1ccc(NC(=O)CC2C(=O)N(C)C(=S)N2Cc2ccncc2)cc1 (centres undefined) | 0 | 0 | i | . | i | i | i | 0 | i | i | -3
CCOc1ccc2nc(NC(=O)CSc3cn[nH]n3)sc2c1 | -2 | 10 | i | 22 | i | i | i | -7 | i | i | 2
Cc1oc(-c2cccs2)nc1CN1CCC(c2ccccc2)CC1 | 1 | 0 | i | 0 | i | i | i | -11 | i | i | 0
COc1ccccc1Nc1ncnc2c1c(C)c(C)n2CCCN(C)C | -1 | 2 | i | 0 | i | i | i | -7 | i | i | 0
O=S(=O)(c1ccc(NC(=S)N/N=C/c2cccc(Oc3ccccc3)c2)cc1)N1CCOCC1 | -9 | . | i | -2 | . | i | i | -11 | i | i | -10
CCOc1ccc(NC(=O)CN(C)C(=O)c2cc(S(=O)(=O)N3CCCCC3)ccc2Cl)cc1OCC | 4 | 0 | i | -4 | i | i | i | -14 | i | i | -4
OC12CC3C[C@H](C1)C(N1CCOCC1)[C@@H](C3)C2 (some centres undefined) | 2 | -1 | i | . | i | i | i | -8 | i | i | -7
O=C(Nc1ccc2c(c1)OCCO2)C1CCCN1C(=O)Nc1ccc(F)cc1 (centres undefined) | 0 | -2 | i | -4 | i | i | i | -3 | i | i | 2
CC(C)(O)C1Cc2cc(/C=C/C(=O)O)c(O)cc2O1 (centres undefined) | 2 | . | i | 0 | i | i | i | -9 | i | i | .
O=C(CCS(=O)(=O)c1cccc2nsnc12)NCc1ccccc1Cl | 0 | -1 | i | -3 | i | i | i | -5 | i | i | 4
COc1cccc(C2C3=C(N=c4s/c(=C\c5ccccc5O)c(=O)n42)c2ccccc2CC3)c1OC (centres undefined) | 1 | 0 | i | . | i | i | i | -10 | . | i | 7
CC(C)(C)c1cc(NC(=O)COc2ccc(Br)cc2)n(-c2ccccc2)n1 | 7 | -1 | i | 0 | i | i | i | -9 | i | i | 11
CCN(Cc1cnn(C)c1)Cc1nc(C2(c3ccc(C)cc3)CCCC2)no1 | 1 | -3 | i | -1 | i | i | i | -13 | i | i | 3
CN(C)CCNC(=O)/C=N/O | 0 | -1 | i | 7 | i | i | i | -1 | i | i | -6
CCCCOC(=O)C1=C(C)NC(=O)NC1c1ccc(N(C)C)cc1 (centres undefined) | -1 | -2 | i | 12 | i | i | i | -8 | i | i | 3

Reformatted tab-delimited: 3 of the compounds above
smiles	GSK3beta inhib	GSK3 alpha inh	KCNQ1 inh	DYRK1A inh	PolyA inh	RGS4 act	KCNK9 inh	hERG rescue	KCNK3 inh	KCNQ1 pot	HDAC3 inhib
CCOc1ccc2nc(NC(=O)CSc3cn[nH]n3)sc2c1	-2	10	i	22	i	i	i	-7	i	i	2
Cc1oc(-c2cccs2)nc1CN1CCC(c2ccccc2)CC1	1	0	i	0	i	i	i	-11	i	i	0
COc1ccccc1Nc1ncnc2c1c(C)c(C)n2CCCN(C)C	-1	2	i	0	i	i	i	-7	i	i	0

Next section.
SMILES | GSK3beta inhib | GSK3 alpha inh | KCNQ1 inh | DYRK1A inh | PolyA inh | RGS4 act | KCNK9 inh | hERG rescue | KCNK3 inh | KCNQ1 pot | HDAC3 inhib
Clc1ccc(-c2cc(CSc3cccc(Cl)c3)on2)cc1 | 0 | -3 | i | -4 | i | i | i | -6 | i | i | 2
COC(=O)c1nc2nc(C)cc(C(F)(F)F)n2n1 | 2 | -1 | i | -2 | i | i | i | -8 | i | i | -3
Cc1cc(C(=O)NNC(=O)C2CCCC2)c(C)o1 | 3 | -1 | i | -3 | i | i | i | -7 | i | i | -1
COc1ccc(N2CCCn3c2nc2c3c(=O)n(Cc3ccc(C)cc3)c(=O)n2C)c(OC)c1 | -3 | -1 | i | 0 | i | i | i | -7 | i | i | -5
COc1ccccc1NC(=O)NC1(C(=O)N2CCN(C)CC2)CCCCC1 | 0 | -2 | i | 0 | i | i | i | -4 | i | i | 7
C=C(C)c1cccc(C(C)(C)NC(=O)NCCN(CC)CC)c1 | 1 | -1 | i | 4 | i | i | i | -10 | i | i | 5
CCC(C)(C(=O)NC1CCCCC1)N(Cc1ccco1)C(=O)CNC(=O)c1ccccc1 (centres undefined) | 2 | 3 | i | 0 | i | i | i | -8 | i | i | 3
COc1ccc(/C=C/C(=O)c2ccc(OC)cc2OC)c(OC)c1 | -4 | 3 | i | 9 | i | i | i | -10 | i | i | 4
O=C(O)c1cc(N/N=C/c2ccncc2)ccc1Cl | 3 | -1 | i | 3 | i | i | i | -13 | i | i | 1
CCOc1ccc(/C=N/NC(N)=S)cc1 | 3 | -3 | i | -9 | i | i | i | -2 | i | i | 6
Cc1ccc(NC(=O)C(=S)NCc2ccco2)cc1 | 1 | -1 | i | -2 | i | i | i | -15 | i | i | 2
COc1ccc(C(=O)C2CCCN(C(=O)c3cccnc3SC)C2)c(C)c1 (centres undefined) | -1 | -3 | i | -3 | i | i | i | -16 | i | i | -4
O=C(CSc1ccc([N+](=O)[O-])cc1)NCC1CCCCC1 | 2 | -2 | i | 22 | i | i | i | -1 | i | i | 10
CCn1c(=O)c2c(nc(SCC(=O)N3CCCC(C)C3)n2C)n(C)c1=O (centres undefined) | 0 | -2 | i | 2 | i | i | i | -7 | i | i | -5
COc1ccccc1CN1C(=O)[C@@H]2C(CCC(N)=O)NC3(C(=O)Nc4c3ccc(Cl)c4C)[C@@H]2C1=O (some centres undefined) | -2 | -1 | i | -8 | i | i | i | -12 | i | i | 1
Cc1cc(C)c(S(=O)(=O)Nc2ccc(O)cc2)c(C)c1 | 1 | -1 | i | 0 | i | i | i | -6 | i | i | 2
COc1ccc(N2CCN(C(=O)COC(=O)CCOc3ccc(C(C)(C)C)cc3)CC2)cc1 | -3 | 0 | i | -4 | i | i | i | -12 | i | i | -7
Cc1ccc(C)c(S(=O)(=O)Nc2ccc(C(=O)NCCCN3CCCC3=O)cc2)c1 | 0 | -2 | i | -3 | i | i | i | -6 | i | i | -9
CCOc1ccc(N(CC(=O)NCC(C)C)S(C)(=O)=O)cc1 | -6 | -2 | i | -10 | i | i | i | -7 | i | i | -2
COc1ccc(C(=O)Nc2cccnc2)cc1C(=O)Nc1cccnc1 | -2 | -1 | i | -12 | i | i | i | -7 | i | i | -7
CCOC(=O)N1CCN(C(=O)/C=C/c2ccc([N+](=O)[O-])cc2)CC1 | 2 | -1 | i | 0 | i | i | i | -5 | i | i | 4
N#C/C(=C\c1c(F)cccc1Cl)C(=O)NC1CC1 | -2 | 1 | i | -5 | i | i | i | -17 | i | i | 4
O=C(CN(Cc1ccc(F)cc1)C(=O)c1ccco1)NCc1ccc(F)cc1 | 1 | 5 | i | 7 | i | i | i | -8 | i | i | 2
CC(C)N(C(=O)Nc1ccc2nsnc2c1)C(C)C | 0 | 9 | i | . | i | i | i | -10 | . | i | -5
CC(Oc1ccccc1)C(=O)Nc1nnc(S(=O)(=O)N2CCCCC2)s1 (centres undefined) | 2 | -3 | i | -8 | i | i | i | -7 | i | i | 2

From PubChem BioAssay

Not all compounds are listed. The share of hits here may be higher or lower than overall.
